Source: PubChem (several laboratories)
FLuc stim CS: affects firefly luciferase, flagging false hits in luciferase stimulation screens | P08659 | ATPlite luciferase biochemical, luminescence, 10 min; 0 = ATP-free wells, 1 = DMSO control | activation factor at 10 µM | 200,000 tested, under 10 active | AID 1027;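 active = luciferase activation factor, scaled between plate controls, of at least 2 with compound at 10 µM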
Target sequence (P08659 whole entry, looked up): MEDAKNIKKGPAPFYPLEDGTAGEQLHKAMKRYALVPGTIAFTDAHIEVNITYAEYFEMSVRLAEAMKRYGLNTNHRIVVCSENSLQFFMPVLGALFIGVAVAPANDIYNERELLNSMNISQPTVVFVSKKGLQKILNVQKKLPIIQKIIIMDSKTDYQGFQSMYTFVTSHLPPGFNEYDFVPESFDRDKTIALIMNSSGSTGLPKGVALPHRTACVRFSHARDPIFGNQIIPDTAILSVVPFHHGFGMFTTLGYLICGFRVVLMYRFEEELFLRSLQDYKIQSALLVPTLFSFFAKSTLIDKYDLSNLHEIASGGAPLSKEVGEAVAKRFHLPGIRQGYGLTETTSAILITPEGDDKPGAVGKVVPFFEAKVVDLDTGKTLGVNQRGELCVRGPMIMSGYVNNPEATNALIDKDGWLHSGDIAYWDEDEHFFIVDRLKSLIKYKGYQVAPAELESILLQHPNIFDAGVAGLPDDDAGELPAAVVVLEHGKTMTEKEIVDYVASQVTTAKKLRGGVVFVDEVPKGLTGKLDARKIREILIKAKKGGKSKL
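Assay system: Luciferase/luciferin reagent mix; Medium: PBS as buffer for the ATP substrate; Dosing: test compounds dosed from 2 mM stocks in 100% DMSO; Times: 10 min, room temperature; Signal: luminescence from luciferase reaction; Read-out: luciferase activation; Controls: No-ATP low control, compound-free enzyme-plus-ATP high control.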
Efa HMGR inh: blocks class II HMG-CoA reductase of Enterococcus faecalis; purified E. faecalis HMGR, NADPH absorbance 340 nm kinetic; inhibition, % at 10 µM; actives 0.41% (n = 190,000);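 active = inhibition above a set limit, the median over all tested compounds plus 3 SD, cut at about 9.5% in these data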;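 also: enzyme runs in reverse so mevalonate oxidation gives rising NADPH absorbance; 0% = complete reaction with DMSO and 100% = background rate lacking mevalonate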
Hsp70 activator: transcriptional activators of Hsp70. activation, % at 10 µM. HeLa Hsp70 promoter luciferase reporter, luminescence; scaled: vehicle 0, proteasome-inhibitor control 100%. AID 1203. actives 0.04% (n = 200,000);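 active = activation above the mean across all tested compounds plus 3 SD, cutoff set per campaign, cut at about 5.5% in these data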;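 also: 100% = MG132 at 30 µM as the positive control and 0% = DMSO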
APP 5'UTR act: APP 5'UTR luciferase reporter activation; SH-SY5Y APP 5'UTR luciferase reporter, luminescence; zero percent = DMSO vehicle wells; activation, % at 2 µM; actives 1% (n = 190,000); AID 1276;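 active = activation above a set limit, based on mean plus 3 SD of controls, cut at about 140% in these data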; also: values of inactives mirror those of a sister screen read the other way
FLuc inhib CS: inhibits firefly luciferase, flagging false hits in luciferase inhibition screens. inhibition, % at 10 µM. actives 1.5% (n = 200,000). P08659. ATPLite firefly luciferase biochemical luminescence, 10 min;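 active = inhibition above about 50% when tested at 10 µM, limit read from the data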
G6PDH counter: inhibits Leuconostoc G6PDH, flagging false hits in G6PDH-based assays | actives 0.12% (n = 200,000) | Purified L. mesenteroides G6PDH, diaphorase/resazurin coupled fluorescence, 45 min | inhibition, % at 5 µM; in the data active = inhibition above about 50%
APP 5UTR inh: APP translation inhibition. inhibition, % at 2 µM. SH-SY5Y APP 5'UTR-luciferase reporter, luminescence. actives 0.82% (n = 190,000). AID 1285;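 active = inhibition above a set limit, derived from the sample mean plus 3 SD, cut at about 45% in these data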; also: values of inactives mirror those of a sister screen read the other way
DTT redox prof: compounds producing H2O2 with reducing agent – biochemical, NIH compound library profiling, artefact control for MLSCN library redox annotation, primary screen | DTT-dependent redox cycling H2O2, phenol red/HRP absorbance; 100% = 100 µM peroxide control, 0% = buffer | activation, % at 10 µM | actives 0.03% (n = 200,000);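 active = activation of at least 50% relative to the plate's high and low controls in the primary single-dose screen; inactive = activation below 50%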;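 also: compound incubated with DTT at 0.8 mM final as the reducing agent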
STAT1 activator: activators of IFN-gamma induced STAT1 signaling | NIH 3T3 STAT1-luciferase reporter, luminescence; 100% = IFN-gamma alone, no compound | actives 2.6% (n = 200,000) | activation (% of control), % at 5.5 µM;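 active = activation above the screen-wide mean activation plus 3 SD, cut at about 130% in these data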;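 also: raw ratio to IFN-gamma control signal so 100% means no change and 0% no light; values of inactives mirror those of a sister screen read the other way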
NF-kB neuron act: compounds increasing NF-kB expression in human neuronal cells | actives 1.6% (n = 190,000) | NF-kB reporter expression; active compounds read high | fold change at 12.5 µM | AID 1239; in the data active = fold change above about 3.3
Numbers without * were called inactive.

O=C(CSc1ccc2nnc(-c3cccnc3)n2n1)N1CCOCC1 was read as FLuc stim CS 1, Efa HMGR inh -3, Hsp70 activator -0.2, APP 5'UTR act -6, FLuc inhib CS -1, G6PDH counter -3, APP 5UTR inh 6, DTT redox prof -0.1, STAT1 activator 103 and NF-kB neuron act 1.
For CCOC(=O)C1=C(N)OC2=C(C(=O)CC(C)(C)C2)C1c1ccccc1OC (configuration not stated) the results were FLuc stim CS 1.1, Efa HMGR inh -2, Hsp70 activator -0.2, APP 5'UTR act 15, FLuc inhib CS -6, G6PDH counter 28, APP 5UTR inh -15, DTT redox prof -0.7, STAT1 activator 97 and NF-kB neuron act 1.
Cc1c(C(=O)Nn2cnnc2)oc2ccccc12 was read as FLuc stim CS 1, Efa HMGR inh 0, Hsp70 activator 0.1, APP 5'UTR act -1, FLuc inhib CS -2, G6PDH counter 3, APP 5UTR inh 0, DTT redox prof 1.0, STAT1 activator 106 and NF-kB neuron act 1.1.
COc1ccc(S(=O)(=O)N2CCOCC2)cc1NC(=O)[C@@H]1CCCN1C(=O)c1cccs1 was read as FLuc stim CS 1.1, Efa HMGR inh -2, Hsp70 activator -0.1, APP 5'UTR act 1, FLuc inhib CS -8, G6PDH counter 10, APP 5UTR inh -1, DTT redox prof -0.1, STAT1 activator 98 and NF-kB neuron act 0.91.
Screening CCN(CC)S(=O)(=O)c1ccc(N2CCOCC2)c(NCC(=O)Nc2ccc(F)cc2)c1 returned FLuc stim CS 1.1, Efa HMGR inh -1, Hsp70 activator -0.4, APP 5'UTR act 11, FLuc inhib CS -5, G6PDH counter 1, APP 5UTR inh -11, DTT redox prof -1.5, STAT1 activator 94 and NF-kB neuron act 0.92.
`COc1ccc(C)cc1NC(=O)CSc1nnc(-c2ccc(C)cc2)o1` gave FLuc stim CS 1, Efa HMGR inh 1, Hsp70 activator -0.1, APP 5'UTR act 63, FLuc inhib CS 4, G6PDH counter 3, APP 5UTR inh -63, DTT redox prof -2.1, STAT1 activator 88 and NF-kB neuron act 1.5.
Cc1cc(Oc2ccccc2)nc(-c2ccccc2)n1 was read as FLuc stim CS 1.1, Efa HMGR inh -5, Hsp70 activator -0.1, APP 5'UTR act 2, FLuc inhib CS -7, G6PDH counter 10, APP 5UTR inh -2, DTT redox prof 0.2, STAT1 activator 104 and NF-kB neuron act 1.3.
Screening Cc1cc(C)nc(N2CCC(C(=O)NCCc3ccccc3)CC2)n1 returned FLuc stim CS 1.1, Efa HMGR inh 2, Hsp70 activator -0.3, APP 5'UTR act 11, FLuc inhib CS -6, G6PDH counter -16, APP 5UTR inh -11, DTT redox prof 0.9, STAT1 activator 105 and NF-kB neuron act 1.1.
Screening CCCCn1c(SCC(=O)NCc2cccs2)nc2c1c(=O)n(C)c(=O)n2C returned FLuc stim CS 1, Efa HMGR inh -11, Hsp70 activator -0.3, APP 5'UTR act 2, FLuc inhib CS -5, G6PDH counter 0, APP 5UTR inh -2, DTT redox prof 1.1, STAT1 activator 104 and NF-kB neuron act 1.3.
For CCOC(=O)C1CCCN(C(=O)c2ccc(OC(C)=O)cc2)C1 (configuration not stated) the results were FLuc stim CS 1.1, Efa HMGR inh -4, Hsp70 activator 0.1, APP 5'UTR act 12, FLuc inhib CS -6, G6PDH counter -1, APP 5UTR inh -12, DTT redox prof 0.8, STAT1 activator 106 and NF-kB neuron act 1.1.
For CCC(=O)c1ccc(N2CCN(C(=O)c3ccccc3F)CC2)c(F)c1 the results were FLuc stim CS 1, Efa HMGR inh -3, Hsp70 activator -0.2, APP 5'UTR act -3, FLuc inhib CS 2, G6PDH counter 11, APP 5UTR inh 3, DTT redox prof -1.2, STAT1 activator 98 and NF-kB neuron act 1.1.
For CCOc1ccc(N2CC(C(=O)Nc3ccccc3OC)CC2=O)cc1 (configuration not stated) the results were FLuc stim CS 1.1, Efa HMGR inh -5, Hsp70 activator -0.2, APP 5'UTR act 2, FLuc inhib CS -7, G6PDH counter 6, APP 5UTR inh -2, DTT redox prof -1.0, STAT1 activator 98 and NF-kB neuron act 1.
For O=C(CNC(=O)c1ccccc1F)OCC(=O)N1CCCCC1 the results were FLuc stim CS 1.1, Efa HMGR inh -10, Hsp70 activator -0.1, APP 5'UTR act 5, FLuc inhib CS -5, G6PDH counter -11, APP 5UTR inh -5, DTT redox prof 0.7, STAT1 activator 103 and NF-kB neuron act 1.2.
For CCOc1ccccc1C1CC(c2ccc(Br)cc2)Nc2nc(N)nn21 (configuration not stated) the results were FLuc stim CS 1, Efa HMGR inh 1, Hsp70 activator 0.0, APP 5'UTR act -1, FLuc inhib CS -3, G6PDH counter 20, APP 5UTR inh 1, DTT redox prof -0.4, STAT1 activator 99 and NF-kB neuron act 0.91.
For CCc1ccc(C(=O)COC(=O)C(CCSC)NC(=O)c2ccccc2)cc1 (configuration not stated) the results were FLuc stim CS 1, Efa HMGR inh -3, Hsp70 activator -0.2, APP 5'UTR act 5, FLuc inhib CS 4, G6PDH counter 8, APP 5UTR inh -5, DTT redox prof -0.7, STAT1 activator 97 and NF-kB neuron act 1.4.
For CCOC(=O)CSc1nc(N2CCOCC2)c2c(c1C#N)CC(C)(C)N(C)C2 the results were FLuc stim CS 1.1, Efa HMGR inh -5, Hsp70 activator 0.1, APP 5'UTR act -4, FLuc inhib CS -6, G6PDH counter 16, APP 5UTR inh 4, DTT redox prof -1.2, STAT1 activator 95 and NF-kB neuron act 0.8.
CCOC(=O)C1=C(C)NC(=O)NC1c1ccc(-c2ccccc2F)o1 (configuration not stated) was read as FLuc stim CS 1, Efa HMGR inh -2, Hsp70 activator 0.1, APP 5'UTR act 4, FLuc inhib CS -4, G6PDH counter 15, APP 5UTR inh -4, DTT redox prof -0.3, STAT1 activator 101 and NF-kB neuron act 1.2.
Screening O=[N+]([O-])c1ccccc1S(=O)(=O)Oc1ccc(/C=N/n2cnnc2)cc1 returned FLuc stim CS 1, Efa HMGR inh 1, Hsp70 activator -0.2, APP 5'UTR act -3, FLuc inhib CS -4, G6PDH counter 10, APP 5UTR inh 3, DTT redox prof 0.0, STAT1 activator 96 and NF-kB neuron act 0.91.
CC(=O)OCC(=O)Nc1cc(S(=O)(=O)N2CCCCCC2)ccc1Cl was read as FLuc stim CS 1, Efa HMGR inh 8, Hsp70 activator -0.3, APP 5'UTR act -8, FLuc inhib CS 1, G6PDH counter 4, APP 5UTR inh 8, DTT redox prof -0.1, STAT1 activator 95 and NF-kB neuron act 1.1.
COc1ccccc1CNc1ccc(C(=O)O)cc1 was read as FLuc stim CS 1, Efa HMGR inh -4, Hsp70 activator -0.1, APP 5'UTR act -4, FLuc inhib CS -2, G6PDH counter -4, APP 5UTR inh 4, DTT redox prof -0.2, STAT1 activator 95 and NF-kB neuron act 0.99.
`CN1CCN(C(=O)c2cn(C)c3ccc(S(=O)(=O)N(C)C4CCCCC4)cc3c2=O)CC1` gave FLuc stim CS 1, Efa HMGR inh 4, Hsp70 activator -0.3, APP 5'UTR act -10, FLuc inhib CS -2, G6PDH counter -4, APP 5UTR inh 10, DTT redox prof 0.1, STAT1 activator 101 and NF-kB neuron act 1.1.
For CCN1CCC(NC(=O)Nc2ccc(F)cc2)CC1 the results were FLuc stim CS 1.1, Efa HMGR inh 1, Hsp70 activator 0.5, APP 5'UTR act 4, FLuc inhib CS -7, G6PDH counter -3, APP 5UTR inh -4, DTT redox prof 1.2, STAT1 activator 102 and NF-kB neuron act 1.4.
O=C(NC12CC3CC(CC(C3)C1)C2)C1=COCCO1 was read as FLuc stim CS 1.1, Efa HMGR inh 3, Hsp70 activator 0.0, APP 5'UTR act -2, FLuc inhib CS -6, G6PDH counter 4, APP 5UTR inh 2, DTT redox prof 1.3, STAT1 activator 109 and NF-kB neuron act 0.98.
Cc1c(Br)c(C(F)(F)F)nn1CC(=O)N1CCCC1 was read as FLuc stim CS 1.1, Efa HMGR inh -8, Hsp70 activator -0.3, APP 5'UTR act -9, FLuc inhib CS -11, G6PDH counter 4, APP 5UTR inh 9, DTT redox prof 0.1, STAT1 activator 97 and NF-kB neuron act 0.94.
Cc1ccc(C)n1-c1ccc(N2CCOCC2)nc1 was read as FLuc stim CS 1, Efa HMGR inh -6, Hsp70 activator 0.0, APP 5'UTR act 27, FLuc inhib CS 2, G6PDH counter -6, APP 5UTR inh -27, DTT redox prof -0.3, STAT1 activator 97 and NF-kB neuron act 0.98.
Cc1c(Cl)cccc1NC(=O)CN1C(=O)CSc2ncccc21 was read as FLuc stim CS 1, Efa HMGR inh -7, Hsp70 activator -0.4, APP 5'UTR act 6, FLuc inhib CS 2, G6PDH counter -1, APP 5UTR inh -6, DTT redox prof -1.8, STAT1 activator 93 and NF-kB neuron act 0.96.
`CC1CCN(CC(=O)Nc2nn(-c3ccccc3)nc2C(N)=O)CC1` gave FLuc stim CS 1, Efa HMGR inh -4, Hsp70 activator -0.1, APP 5'UTR act -14, FLuc inhib CS 0, G6PDH counter -4, APP 5UTR inh 14, DTT redox prof -0.9, STAT1 activator 93 and NF-kB neuron act 1.2.
For O=S(=O)(c1ccccc1)c1nc(-c2ccccc2)oc1N1CCOCC1 the results were FLuc stim CS 1.1, Efa HMGR inh 2, Hsp70 activator -0.3, APP 5'UTR act 25, FLuc inhib CS -9, G6PDH counter 8, APP 5UTR inh -25, DTT redox prof -0.4, STAT1 activator 98 and NF-kB neuron act 1.5.
Screening CCOc1ccc(NC(=O)NCCCSC2CCCCC2)cc1 returned FLuc stim CS 1, Efa HMGR inh -1, Hsp70 activator -0.4, APP 5'UTR act 1, FLuc inhib CS -5, G6PDH counter 6, APP 5UTR inh -1, DTT redox prof 0.9, STAT1 activator 93 and NF-kB neuron act 1.2.
For CC(=O)N1c2ccccc2C2(C)C(C1(C)C)C2(Cl)Cl (configuration not stated) the results were FLuc stim CS 0.9, Efa HMGR inh 0, Hsp70 activator -0.1, APP 5'UTR act 10, FLuc inhib CS 5, G6PDH counter 28, APP 5UTR inh -10, DTT redox prof 0.1, STAT1 activator 84 and NF-kB neuron act 1.1.
Screening COc1cc(/C=C2/C(=N)N3C=CSC3=NC2=O)ccc1OCCCOc1c(C)cccc1C returned FLuc stim CS 1.1, Efa HMGR inh 1, Hsp70 activator 0.3, APP 5'UTR act -16, FLuc inhib CS -6, G6PDH counter 10, APP 5UTR inh 16, DTT redox prof 1.7, STAT1 activator 106 and NF-kB neuron act 1.
COc1ccc(-n2c(Cc3cccn3C)nnc2SCC(=O)Nc2ccc(C)c(Cl)c2)cc1 was read as FLuc stim CS 1, Efa HMGR inh -1, Hsp70 activator -0.3, APP 5'UTR act 10, FLuc inhib CS -3, G6PDH counter -52, APP 5UTR inh -10, DTT redox prof -2.2, STAT1 activator 95 and NF-kB neuron act 0.63.
COC(=O)c1ccc(Cl)c(NC(=O)CSc2ncn[nH]2)c1 was read as FLuc stim CS 1.1, Efa HMGR inh 2, Hsp70 activator -0.5, FLuc inhib CS -6, G6PDH counter 2, APP 5UTR inh -10, DTT redox prof -0.2, STAT1 activator 96 and NF-kB neuron act 1.3.
